Bioassay records as filed in PubChem.
Giardia FBPA inh – inhibitors of Giardia lamblia fructose-1,6-bisphosphate aldolase; purified Giardia FBPA; A8B2U2; 290,000 tested, 0.71% active; Potency, µM (series often up to 59.6 µM), for the others: top-dose activity, negative = inhibition, most hits filed as inhibitors; also: potency is read from the fitted curve at half-maximal effect; % is scaled to controls: 0 for no effect and ±100 for the full control effect; nearly all actives have a fitted effect of over 55% in size
Target sequence (A8B2U2 whole entry, looked up): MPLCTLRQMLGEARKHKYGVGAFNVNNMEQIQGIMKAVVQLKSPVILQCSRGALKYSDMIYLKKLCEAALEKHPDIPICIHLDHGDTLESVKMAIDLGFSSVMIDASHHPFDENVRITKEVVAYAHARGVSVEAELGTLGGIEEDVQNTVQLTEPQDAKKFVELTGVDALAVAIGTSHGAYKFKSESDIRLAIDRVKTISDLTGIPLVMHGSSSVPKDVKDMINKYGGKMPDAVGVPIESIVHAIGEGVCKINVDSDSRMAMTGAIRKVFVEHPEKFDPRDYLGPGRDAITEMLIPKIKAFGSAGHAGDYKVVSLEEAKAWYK
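Giardia FBPA (40 nM reagent) was preincubated 10 min at RT with compound (up to 57.5 uM final), then substrate plus GAPDH/TPI/NAD/arsenate coupling system with diaphorase/resazurin was added; resorufin fluorescence (525/598 nm) was read after 20 min.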
AMA1 RON2 block – inhibitors of Plasmodium falciparum AMA1-RON2 interaction | AlphaScreen AMA1-biotinylated RON2 peptide binding | Potency, µM (series often up to 58.2 µM), for the others: top-dose activity change, negative = inhibition, hits mostly inhibitors | 360,000 tested, 0.2% active | AID 720542;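 also: potency is read from the fitted curve at half-maximal effect; 0% = vehicle wells and -100% = peptide control; nearly all actives have a fitted effect of over 45% in size; some results filed as inactive show a strong effect at the top dose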
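AMA1 (3D7) with his tag at 25 nM final met compounds first, then biotinylated RON2 peptide at 25 nM; detection used donor plus acceptor beads, 10 µg/mL apiece, read by AlphaScreen after 30 min at room temperature.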
AmpC inh detg – blocks E. coli AmpC beta-lactamase in detergent assay | P00811 | AmpC hydrolysis of nitrocefin, absorbance 480 nm, 0.01% Triton | Potency, µM (top dose mostly 114 µM), for inactives: at the highest dose activity change, negative = inhibition, usual class: inhibitors | 370,000 tested, 0.041% active;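 also: potency is read from the fitted curve at half-maximal effect; 0% = no-compound wells and -100% = no-enzyme wells; nearly all actives have a fitted effect of over 25% in size; some results filed as inactive show a strong effect at the top dose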
Target sequence (P00811 whole entry, looked up): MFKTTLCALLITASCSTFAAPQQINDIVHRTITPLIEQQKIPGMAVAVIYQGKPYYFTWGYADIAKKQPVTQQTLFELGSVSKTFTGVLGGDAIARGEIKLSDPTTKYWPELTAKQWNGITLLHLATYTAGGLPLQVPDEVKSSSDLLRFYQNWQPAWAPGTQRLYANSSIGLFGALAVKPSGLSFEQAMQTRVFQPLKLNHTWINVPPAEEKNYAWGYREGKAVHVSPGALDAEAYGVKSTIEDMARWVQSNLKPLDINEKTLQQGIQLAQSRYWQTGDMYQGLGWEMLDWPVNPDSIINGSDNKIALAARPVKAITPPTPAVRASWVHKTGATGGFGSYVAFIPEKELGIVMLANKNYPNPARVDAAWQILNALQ
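20 mM phosphate pH 7.0 + 0.01% (detergent screen) or 0.0001% Triton X-100; 5.3 nM AmpC reagent; cpd preinc 15 min RT; nitrocefin (800 uM stock) to start; A480 q20 s × 4 min; Activity was normalised to no-enzyme and no-compound control wells.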
AmpC no deterg – blocks E. coli AmpC beta-lactamase in detergent-free assay; P00811; AmpC nitrocefin hydrolysis, absorbance 480 nm, 0.0001% Triton; Potency, µM (highest dose often 57.1 µM), without a hit: top-dose activity change, negative = inhibition, actives largely listed as inhibitors; 330,000 tested, 0.52% active; AID 485341;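 also: potency is read from the fitted curve at half-maximal effect; plate controls were no compound for no effect and no enzyme for full effect; nearly all actives have a fitted effect of over 20% in size; some results filed as inactive show a strong effect at the top dose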
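AmpC (5.3 nM in the dispensed reagent) in 20 mM phosphate pH 7.0 with 0.01% (detergent screen) or 0.0001% Triton X-100 was preincubated with compounds for 15 min at room temperature. Nitrocefin was then added from an 800 uM solution, and hydrolysis was followed at 480 nm.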
CHX counter – counter-screen for Shiga toxin inhibitors: cycloheximide protein synthesis inhibition; max response, %; cell reporter, cycloheximide protein synthesis inhibition counterscreen; 300,000 tested, 12% active; in the data active = max response mostly above about 13%, no sharp cut-off; inactive = mostly below about 14%; also: read at 38.3 µM for the half of the compounds with a filed dose; 0% is about no effect
HCMV inh – human cytomegalovirus inhibition; HFF cells, HCMV-luciferase reporter, 72 h; active compounds read low; activity change, negative = inhibition, % at 57.5 µM; 410,000 tested, 4.5% active; in the data active = activity change below about -60%; inconclusive = no clear call, values can overlap the other calls; inactive = above about -39%; also: % is scaled to controls: 0 for no effect and ±100 for the full control effect
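Human foreskin fibroblasts infected with luciferase-reporter HCMV at MOI 1 PFU/cell, compounds at two doses. Luciferase measured 72 h post infection; normalized to buffer-only basal and Salinomycin (10uM) controls.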
Shiga toxin inh – inhibitors of Shiga toxin in Vero cells; inhibition, % at 38.7 µM; 290,000 tested, 9.2% active; Vero cells, Shiga toxin protein synthesis inhibition reporter; in the data active = inhibition mostly above about 28%, no sharp cut-off; inactive = mostly below about 43%; also: 0% is about no effect
Numbers without * were called inactive; u = inconclusive; x = not tested or not shown; & = joins results of further samples; [ ] = remark or other dose. Unless noted, calls follow the shape of the dose curve; as a rule, active = well fitted curve in the direction sought with a large enough effect; inconclusive = small, poorly fitted or top-dose-only effect, or another doubt; inactive = no such curve, though single readings can be large; an effect the other way counts as inactive or inconclusive.

| canonical_smiles | Shiga toxin inh | AmpC inh detg | AMA1 RON2 block | HCMV inh | Giardia FBPA inh | CHX counter | AmpC no deterg |
| --- | --- | --- | --- | --- | --- | --- | --- |
| O=C(Nc1nccs1)c1ccc2c(c1)C(=O)N(Cc1cccnc1)C2=O | 18 | -4% | 3% | 5 | x | -3 | -17% |
| COC(=O)c1cc(NC(=S)N2CCN(C(=O)C3CCCO3)CC2)cc(C(=O)OC)c1 (stereo not given) | 33 | 7% | 1% | 6 | -15% | -2 | 1% |
| COc1ccc(C2/C(=C(/O)c3ccc(Cl)cc3)C(=O)C(=O)N2CCN2CCOCC2)c(OC)c1 (stereo not given) | 11 | -12% | 37%[activator] | 42 | -4% | -3 | 39% |
| CCN(CC(=O)NCCCN1CCOCC1)S(=O)(=O)c1ccc(Cl)cc1 | -11 | 10% | 0% | 4 | -4% | -3 | -2% |
| CC(=O)OCC(N)C(=O)c1ccccc1 (stereo not given) | -3 | x | x | x | -7% | -4 | x |
| Cc1ccc(-n2cccc2/C=C2\C(=N)N3N=C(C(C)C)SC3=NC2=O)cc1 | 26 | u | 16% | -1 | 1% | -1 | 16µM* |
| Cc1cc(C)cc(N(CC(=O)NC2CCC(C)CC2)S(=O)(=O)c2c(C)noc2C)c1 (stereo not given) | -6 | 2% | -5% | 27 | 0% | -3 | 20% |
| O=C(CCCn1c(=O)c2cccn2c2cccnc21)NCc1cccc(Br)c1 | -4 | -14% | 0% | 0 | -2% | -3 | -17% |
| O=C(NCC(=O)N1CCN(Cc2ccccc2)CC1)c1ccc(Cl)cc1 | 9 | u | -5% | -62* | -4% | 18* | 16% |
| CC(C)c1noc2ncc(C(=O)c3cc(Cl)cc(Cl)c3O)cc12 | -12 | 2% | 4% | 0 | 5% | -5 | -32% |
| O=C(CCCN1C(=O)/C(=C/c2cccs2)SC1=S)NNC(=O)c1cccnc1 | 7 | -7% | 60%[activator] | u | 3% | 9 | -12% |
| O=C(Nc1ccncc1)c1cccs1 | -8 | -3% | 0% | -34 | 8% | -3 | -13% |
| CCCC1=[N+](CC)CCn2c(C)ccc21 | -3 | -2% | -3% | -29 | -2% | -2 | u |
| Cc1nn(-c2ccccc2)c2c1C(c1cccs1)C(C#N)=C(N)O2 (stereo not given) | -3 | u | u | x | -14% | 9 | -29% |
| Cc1ccc(C(=O)NN2CCOCC2)cc1 | -5 | -12% | 3% | 28 | 3% | -2 | -10% |
| COc1ccc(NS(=O)(=O)c2ccc3c(c2)n(C)c(=O)n3C)cc1 | 12 | -6% | 0% | 31 | 19% | 1 | 0% |
| NC(=O)c1cc2ccccc2o/c1=N\NC(=O)c1ccco1 | 14 | -5% | 35%[activator] | -7 | -2% | 4 | -1% |
| COc1ccc(N(CC(=O)N/N=C/c2ccc3c(c2)OCO3)S(=O)(=O)c2ccc(NC(C)=O)cc2)cc1 | -5 | -7% | 0% | -29 | 2% | -1 | -15% |
| COc1ccc(C)cc1C1=CC(=O)C[C@H](c2ccc(F)cc2)C1 | x | -7% | -6% | 9 | x | x | -20% |
| O=C(O)C(Oc1ccc2c3c(c(=O)oc2c1)CCC3)c1ccccc1 (stereo not given) | 2 | u | 8% | -101* | -8% | 11 | -34% |

Three structures out of the list, ordered by length of the SMILES, rising.
| canonical_smiles | Shiga toxin inh | AmpC inh detg | AMA1 RON2 block | HCMV inh | Giardia FBPA inh | CHX counter | AmpC no deterg |
| --- | --- | --- | --- | --- | --- | --- | --- |
| O=C(CCCn1c(=O)c2cccn2c2cccnc21)NCc1cccc(Br)c1 | -4 | -14% | 0% | 0 | -2% | -3 | -17% |
| COC(=O)c1cc(NC(=S)N2CCN(C(=O)C3CCCO3)CC2)cc(C(=O)OC)c1 (stereo not given) | 33 | 7% | 1% | 6 | -15% | -2 | 1% |
| Cc1cc(C)cc(N(CC(=O)NC2CCC(C)CC2)S(=O)(=O)c2c(C)noc2C)c1 (stereo not given) | -6 | 2% | -5% | 27 | 0% | -3 | 20% |

Remaining list, next part:
| canonical_smiles | Shiga toxin inh | AmpC inh detg | AMA1 RON2 block | HCMV inh | Giardia FBPA inh | CHX counter | AmpC no deterg |
| --- | --- | --- | --- | --- | --- | --- | --- |
| O=c1cc(N2CCCC2)[nH]c(=O)n1-c1ccc(Cl)cc1 | 26 | -1% | 6% | 5 | -2% | -3 | -8% |
| Cc1ccc(CSCCNC(=O)CN(c2cc(C)ccc2C)S(C)(=O)=O)cc1 | 9 | u | -4% | -37 | -10% | -5 | 94%[activator] |
| O=C(N/N=C/c1cc(Br)ccc1O)c1cccc(N2CCCC2=O)c1 | 26 | u | 73%[activator] | -12 | u | 0 | -54% |
| C=CCN=C(NC#N)SCC(=O)NC(C)(C)C | -14 | -9% | 6% | -19 | 10% | -2 | 3% |
| CCOc1ccc(C(=O)CCN2CCOCC2)cc1 | -2 | 0% | 5% | 39 | u | 9 | -10% |
| COc1ccccc1CNC(=O)[C@@H]1CCCN1S(=O)(=O)c1ccccc1F | 12 | -10% | 10% | -3 | 17% | -4 | -2% |
| COc1ccc(NC(=O)CN(C)C(=O)C2CC(=O)N(c3cccc4ccccc34)C2)cc1 (stereo not given) | x | -3% | 0% | -15 | x | x | 29% |
| Cc1cscc1NC(=O)/C=C/C(=O)O | 15 | 4% | -10% | 107 | 6% | 1 | -25% |
| CC1(C)C(C(=O)NCc2ccco2)C1(C)C | 31 | -1% | -4% | -39 | 2% | -1 | -11% |
| O=C(CNc1ccc(C(F)(F)F)cc1[N+](=O)[O-])OCC(=O)c1ccccc1 | 30 | 0% | -20% | -20 | -2% | 3 | -9% |

Complete entries, looked up by structure. Order of values: Shiga toxin inh | AmpC inh detg | AMA1 RON2 block | HCMV inh | Giardia FBPA inh | CHX counter | AmpC no deterg
Listed for `Cc1cscc1NC(=O)/C=C/C(=O)O` : 15 | 4% | -10% | 107 | 6% | 1 | -25%
Listed for `COc1ccccc1CNC(=O)[C@@H]1CCCN1S(=O)(=O)c1ccccc1F` : 12 | -10% | 10% | -3 | 17% | -4 | -2%
Listed for `O=C(N/N=C/c1cc(Br)ccc1O)c1cccc(N2CCCC2=O)c1` : 26 | u | 73%[activator] | -12 | u | 0 | -54%
Listed for `O=c1cc(N2CCCC2)[nH]c(=O)n1-c1ccc(Cl)cc1` : 26 | -1% | 6% | 5 | -2% | -3 | -8%
Listed for `CC1(C)C(C(=O)NCc2ccco2)C1(C)C` : 31 | -1% | -4% | -39 | 2% | -1 | -11%

Following part:
| canonical_smiles | Shiga toxin inh | AmpC inh detg | AMA1 RON2 block | HCMV inh | Giardia FBPA inh | CHX counter | AmpC no deterg |
| --- | --- | --- | --- | --- | --- | --- | --- |
| CCCNC(=O)Cn1cc(S(=O)(=O)N2CCCC2)c(S(=O)(=O)N2CCCC2)c1 | 2 | -6% | 0% | -13 | x | -2 | 4% |
| COc1ccc(CNc2ncc(-c3cccc([N+](=O)[O-])c3)n2C)c(OC)c1OC | -5 | -20% | u | 1 | 25µM* | -2 | 11% |
| CCOc1cc2c(cc1/C=C(/C#N)c1ccc(C(=O)O)cc1)OCO2 | 1 | 1% | 11% | 1 | u | -2 | -19% |
| Cc1ccc2nc(-c3ccccc3Cl)cc(C(=O)Nc3cc(C)on3)c2c1 | 15 | u | -7% | -39 | -9% | -2 | 12% |
| CS(=O)(=O)N1CCC(C(=O)NCc2ccc3c(c2)OCO3)CC1 | 11 | -5% | -11% | 18 | 4% | -2 | -15% |
| O=C1COc2ccc(S(=O)(=O)Nc3ccc(OC(F)(F)F)cc3)cc2N1 | -4 | -5% | -5% | u | x | -7 | -19% |
| O=C(N/N=C1/CC2C=CCC12)c1ccc(Br)o1 (stereo not given) | 75* | 6% | 19% | -4 | -13% | 74* | -33% |
| O=C(Nc1ccc(Br)c(C(F)(F)F)c1)c1ccc(C(F)(F)F)cc1 | 78* | 0% | 24% | -97* | -13% | 36* | -58% |
| COc1ccc(CCNC(=O)CCNC(=O)c2ccco2)cc1 | 4 | -6% | -3% | 17 | x | 1 | -16% |
| O=C(/C=C\NCC(=O)c1ccccc1)c1ccccc1 | 18 | 0% | 3% | 45 | -6% | 36* | -51% |
| CCOC(=O)C1=C(CSc2nc(-c3ccccc3)ccc2C#N)OC(N)=C(C#N)C1c1ccc(OC)cc1 (stereo not given) | 63 | -12% | 2% | 51 | -17% | 63* | -53% |
| CCc1cccc2c(C(=O)C(NCCCOC)c3ccccc3)c[nH]c12 (stereo not given) | 34 | x | 4% | 8 | 2% | 10 | x |
| CCN(CC(=O)Nc1ccc2c(c1)OCCO2)C(=O)c1ccc(S(=O)(=O)N(C)C)cc1 | x | -2% | 0% | -25 | x | x | -6% |
| CCN(CCCNC(=O)C1CCN(S(=O)(=O)c2cccc3nonc23)CC1)Cc1ccccc1 | 21 | -3% | -7% | -9 | 6% | 1 | 5% |
| CC(=O)c1ccc(N2CCN(C(=O)c3ccc(-c4ccccc4)cc3)CC2)cc1 | 7 | -9% | -2% | -66* | 3% | -5 | 4% |
| OC(CCN1CCCCC1)(c1ccccc1)C1CCCCC1 (stereo not given) | 22 | u | 5% | -35 | -2%&-1%&-1% | -2 | -26% |
| CCN1CCN(Cc2ccc(OC)c(OCc3ccccc3)c2)CC1 | -5 | 0% | -2% | 11 | -23% | -1 | x |
| O=C(NCC(=O)N(CC1CCCO1)C(C(=O)NC1CCCCC1)c1ccccc1)c1ccco1 (stereo not given) | 20 | 3% | 0% | -14 | 5% | -2 | 29% |
| O=C(Nc1nnc(Cc2ccccc2)s1)c1ccccc1 | 39* | 1% | 2% | 89 | -14% | 17* | 1% |
| Cc1nc(COc2cc3oc(=O)cc(C)c3cc2Cl)cs1 | 3 | -11% | -6% | -18 | 13% | 6 | 0% |
| O=C(COC(=O)c1ccccn1)Nc1nc(-c2ccccc2)cs1 | 81* | 4% | 33%[activator] | 19 | -4% | 42* | -26% |
| COc1ccc(NC(=O)N2CCC(O)(c3cccnc3)CC2)c(OC)c1 | -4 | 2% | 4% | 10 | 1% | -2 | -12% |
| N#CCCC(CCC#N)C1=NCCc2ccccc21 | 12 | -7% | 6% | -15 | 1% | -1 | -8% |
| Cc1ccc(C)c(NS(=O)(=O)c2ccc3[nH]c(=O)[nH]c3c2)c1 | -16 | -2% | -3% | -24 | -1% | 3 | -14% |
